PhoP inhibition = inhibitors of PhoP regulon expression, primary screen, Salmonella Typhimurium, GFP reporter (AID 1863); S. Typhimurium PhoP-regulated promoter GFP reporter, 4 h; higher % means a stronger effect; one-dose inhibition, % at 50 µM; IC50 in µM for titrated hits; 300,000 compounds, 0.16% hits;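 active = inhibition over 29.93%, a cutoff 3 SD above the screen mean, later confirmed by dose response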;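 note: 0% = low Mg2+ inducing control and 100% = high Mg2+ repressing control; strong numbers were not always called active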
SV40 large T antigen = TAg ATPase/helicase activity blockers – biochemical (AID 1903); SV40 large T antigen ATPase/helicase inhibition assay; higher % means a stronger effect; inhibition, % at 20 µM, or IC50 in µM where a hit was titrated; 310,000 compounds, 0.39% hits; in the data active = a potency from the dose series; note: strong numbers were not always called active
GPR35 arrestin U2OS = GPR35 antagonists blocking zaprinast-driven arrestin recruitment, primary screen, imaging, U2OS, beta-arrestin-GFP, zaprinast agonist (AID 2058); U2OS GPR35 beta-arrestin-GFP translocation imaging, zaprinast antagonism; higher % means a stronger effect; one-dose inhibition, % at 10 µM; IC50 in µM for titrated hits; 290,000 compounds, 0.052% hits;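 active = inhibition of at least 50% with at least 30 cells and total cytoplasm GFP at most 10,000,000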
HIV peptide binding = inhibitors of HIV fusion peptide binding, primary screen, biochemical, uHTS, fluorescence dequenching (AID 1986). cell-free peptide binding, fluorescence dequenching, 30 min; higher % means a stronger effect. one-dose inhibition, % at 20 µM; IC50 in µM for titrated hits. 290,000 compounds, 0.3% hits; in the data active = inhibition mostly above about 52%, no sharp cut-off; inactive = mostly below about 76%; note: some results filed as inactive read as strong as hits
K1F lysis inhibition = inhibition of K1F phage lysis, E. coli UTI89, bacterial capsule biogenesis inhibitors, alamar blue (AID 488966) | E. coli UTI89 K1F phage lysis, alamar blue, 2 h; higher % means a stronger effect | inhibition, % at 100 µM; hits with a dose series show IC50 in µM | 340,000 compounds, 0.02% hits;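 active = phage lysis inhibition, versus mean bacterial control, above a set limit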;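 note: capsule biogenesis inhibitors block K1F phage lysis so surviving cells raise fluorescence; higher fluorescence means more inhibition of phage lysis; actives were called in the ten point dose series up to 300 µM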
MgcRacGAP inhibition = MgcRacGAP GTPase-activating activity inhibitors, confirmation, biochemical, ADP Hunter fluorescence; MgcRacGAP-stimulated Rac1 GTP hydrolysis, ADP Hunter fluorescence; higher % means a stronger effect; GST-tagged Rac1 F28L mutant substrate; one-dose inhibition, % at 30 µM; IC50 in µM for titrated hits; 340,000 compounds, 0.6% hits;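 active = first-screen hits whose inhibition reached a set limit at any dose in the follow-up dose series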;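 note: fluorescence reports GDP produced by GAP-driven GTP hydrolysis; strong numbers were not always called active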
RSV CPE inhibition = inhibition of RSV-induced cytopathic effect – HEp-2 cells, primary 10 µM value included (AID 2391); 310,000 compounds, 0.13% hits; HEp-2 cells, RSV-induced CPE inhibition; higher % means a stronger effect; CPE inhibition, % at 10 µM; hits with a dose series show IC50 in µM; in the data active = a potency from the dose series; note: strong numbers were not always called active
NS5 inhibitors = Dengue-2 NS5 methyltransferase inhibitors, primary screen, biochemical, confirmation dose response (AID 588689). Dengue-2 NS5 methyltransferase capping enzyme assay, biochemical; higher % means a stronger effect. one-dose inhibition, % at 25 µM; IC50 in µM for titrated hits. 340,000 compounds, 0.3% hits; in the data active = a potency from the dose series
GPR55 LPI antagonism = inhibition of LPI-stimulated GPR55 beta-arrestin translocation – imaging, U2OS, beta-arrestin-GFP, LPI agonist, primary screen (AID 2013). U2OS GPR55 beta-arrestin-GFP translocation imaging, LPI antagonism; higher % means a stronger effect. one-dose inhibition, % at 10 µM; IC50 in µM for titrated hits. 290,000 compounds, 0.13% hits;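 active = spots per cell inhibited over 60%, with over 100 cells counted and total cytoplasm intensity under 500,000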;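 note: U2OS cells stably carrying GPR55 and arrestin-GFP stimulated by 5 µM LPI near EC80; imaged beta-arrestin-GFP aggregate spots per cell after agonist stimulation; plate controls were LPI-stimulated DMSO wells for no effect and DMSO wells without LPI for full effect; some results filed as inactive read as strong as hits; confirmed hits need IC50 under 10 µM and bright autofluorescent wells are also inconclusive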
NS5 inhibitors pilot replicate = also measured in NS5 inhibitors; calls as there; inhibition, %; measured here: pilot screen replicate inhibition
An asterisk follows results filed as active; nt = no result given; [ ] = dose if it differs, or a comment.

SMILES	PhoP inhibition	SV40 large T antigen	GPR35 arrestin U2OS	HIV peptide binding	K1F lysis inhibition	MgcRacGAP inhibition	RSV CPE inhibition	NS5 inhibitors	GPR55 LPI antagonism	others
Cc1nnc(NC(=O)c2ccc3ccccc3n2)s1	0%	14%	-8%	0.3%	0.1%	11%	2.9%	-7%	-11%
Cc1c(N=Cc2cc3c(cc2[N+](=O)[O-])OCO3)cccc1[N+](=O)[O-]	nt	38%	nt	nt	0.0%	14%	0.4%	19%	nt
CCOC(=O)CCC(NC(=O)CCCCCCCCC(=O)NC(CCC(=O)OCC)C(=O)OCC)C(=O)OCC (configuration not stated)	3%	3%	2%	-0.8%	-2.4%	-5%	0.3%	-3%	4%
O=S(=O)(Nc1cc(S(=O)(=O)N2CCOCC2)ccc1NCC1CCCO1)c1ccccc1 (configuration not stated)	nt	nt	nt	nt	1.2%[50 µM]	11%	2.3%	4%	nt
CCc1ccc(S(=O)(=O)c2n[nH]n3c2nc(=O)c2ccccc23)cc1	-5%	5%	-4%	12%	0.2%	-1%	1.8%	4%	2%
CCOC(=O)C(C)Sc1ccc2nnc(CCNS(=O)(=O)c3ccc(C)cc3)n2n1 (configuration not stated)	1%	13%	-11%	-1.7%	-0.4%	-3%	2.1%	-6%	13%
CCC1CCCCN1C(=O)CSc1nc(N)c(NC(=O)c2ccc(OC)c(OC)c2)c(=O)[nH]1 (configuration not stated)	-3%	11%	6%	-1.1%	0.4%	2%	2.2%	-1%	-2%
CSc1ncccc1C(=O)NCc1ccccc1Cl	8%	5%	-9%	-1.4%	-0.1%	-4%	0.8%	7%	-1%
COc1cc(OC)cc(C(=O)N/N=C/c2ccc(OC)c(COc3ccc4ccccc4c3)c2)c1	-8%	23%	-10%	2.0%	0.4%	8%	3.5%	nt	-3%
CCOC(=O)c1c(NC(=O)c2cc(C)oc2C)sc(C(=O)Nc2ccc(Cl)cc2)c1C	-14%	15%	1%	10%	-0.3%	10%	3.1%	1%	-1%
COc1ccc(CC(=O)NCC(C)(C)N2CCOCC2)cc1	4%	2%	-1%	-0.6%	0.2%	6%	0.7%	2%	-9%
Cc1sc(NC(=O)c2cc(-c3ccccc3)nc3ccccc23)c(C(N)=O)c1C	7%	-1%	4%	-1.2%	3.3%[50 µM]	9%	15%	-7%	-1%
COc1ccc(N2CCN(C3CCCN(C(=O)c4cccc(C)n4)C3)CC2)cc1 (configuration not stated)	-4%	24%	-14%	2.3%	0.2%	24%	0.5%	-3%	-1%
CC1=C([N+](=O)[O-])C(c2ccc3c(c2)OCO3)N(C)C(=O)N1C (configuration not stated)	1%	1%	-8%	2.2%	15%	11%	1.0%	-2%	11%
NC(=O)COC(=O)C(Cc1ccccc1)NS(=O)(=O)c1ccccc1F (configuration not stated)	nt	nt	2%	-1.3%	0.0%	8%	0.9%	-6%	-4%
O=C(COc1ccc(S(=O)(=O)Nc2ccccc2)cc1)NCc1ccccn1	7%	8%	22%	1.0%	0.1%	4%	1.2%	-7%	10%
Cc1onc(-c2ccccc2Cl)c1C(=O)N1CCCCCC1	nt	nt	13%	-0.8%	0.4%	4%	nt	1%	9%
O=C(O)c1cccc(Cn2cccn2)c1	-20%	0%	2%	2.6%	-1.2%	1%	1.7%	-4%	4%
CCOC(=O)c1ccc([N+](=O)[O-])cc1NC(C)=O	-1%	6%	-10%	-0.8%	1.4%[50 µM]	4%	0.7%	-9%	-7%
CC1(C)Cc2nc(-c3ccccc3)nc(NNC(=O)c3ccco3)c2CO1	1%	16%	19%	-1.1%	0.4%	5%	nt	6%	-2%
Cn1c(=O)[nH]c(=O)c2c1nc(NCc1ccco1)n2Cc1ccccc1Cl	4%	9%	-5%	0.3%	0.4%	10%	0.3%	1%	14%
O=C(CCNS(=O)(=O)c1ccccc1C(F)(F)F)N1CCN(S(=O)(=O)c2cccc(F)c2)CC1	-3%	11%	nt	nt	1.8%[50 µM]	3%	1.2%	0%	nt
Cc1cc[n+](-c2nc3ccccc3nc2[N-]S(=O)(=O)c2cccs2)cc1C	-5%	12%	8%	10%	-0.1%	7%	2.6%	-4%	9%
COc1ccc(O)c(C(=O)c2cnn(-c3ccccc3)c2)c1	4%	5%	-6%	0.6%	0.2%	7%	5.6%	4%	10%
COc1cc(C2SCC(=O)N2c2nnc(C34CC5CC(CC(C5)C3)C4)s2)cc(OC)c1OC (configuration not stated)	7%	6%	5%	-1.4%	0.1%	5%	-0.7%	-1%	10%
CCN(CC)C(=O)CSc1nnc(CCNC(=O)OC(C)(C)C)o1	-4%	20%	7%	-1.7%	1.8%	4%	1.1%	-4%	3%	NS5 inhibitors pilot replicate=1.1
COc1cc(C(C[N+](=O)[O-])c2c(C)[nH]c3ccccc23)ccc1O (configuration not stated)	4%	27%	12%	-1.9%	1.2%[50 µM]	27%	5.4%	-3%	64%
CC(Oc1cccc(NC(=O)c2cccs2)c1)C(=O)c1ccccc1 (configuration not stated)	3%	19%	-11%	0.0%	-1.4%	0%	2.0%	-8%	10%
COc1ccc(C(=O)OCC(=O)c2ccc[nH]2)cc1	nt	nt	nt	nt	0.5%[50 µM]	2%	1.9%	1%	nt
COC(=O)C1C(=O)C2=C(CC1C)NC(C)=C(C(=O)OC1CCCC1)C2c1ccc(N(C)C)cc1 (configuration not stated)	-4%	2%	1%	-2.3%	-0.2%	-1%	4.5%	-10%	-2%
O=C(CO)N/N=C/c1ccc(Cl)cc1	-2%	-4%	9%	-3.3%	-1.5%	1%	1.6%	-2%	-9%
CCCCC1CCC(C(=O)OCC(=O)Nc2ccc(S(N)(=O)=O)cc2)CC1 (configuration not stated)	-7%	7%	12%	0.9%	-0.1%[50 µM]	-12%	0.5%	2%	-2%
CCOc1ccc(N2C(=O)S/C(=C\c3cc(OC)c(OC)c(OC)c3)C2=O)cc1	-4%	9%	-2%	-1.8%	nt	nt	nt	nt	13%
CCOc1ccc(S(=O)(=O)N/N=C(\C)c2ccc(OC)cc2OC)cc1	-11%	2%	12%	-0.1%	1.9%	13%	0.8%	-7%	3%
COc1ccc(OC)c(NC(=O)Nc2cnccn2)c1	0%	9%	-2%	-0.3%	0.3%	9%	2.6%	-11%	4%
Cc1nc(-c2ccc(S(=O)(=O)N3CCN(c4cccc(C)c4C)CC3)cc2)co1	-5%	4%	-4%	1.4%	0.3%	10%	4.8%	5%	5%
CC(C)(C)n1nc2c(c1NC(=O)c1ccccc1C(F)(F)F)CS(=O)(=O)C2	-2%	19%	4%	-0.3%	-0.3%	8%	3.0%	-2%	9%
Cn1c2c(c(=O)n(C)c1=O)C1(C(=O)Nc3ccccc31)C(C#N)=C(N)O2 (configuration not stated)	-3%	33%	2%	1.8%	-0.7%	-2%	1.0%	2%	3%
CC(N=C1NS(=O)(=O)c2ccccc21)c1ccccc1 (configuration not stated)	8%	8%	-1%	1.7%	0.7%	6%	1.8%	-7%	-4%
CCCC(C)NC1=NCCCCC1 (configuration not stated)	8%	5%	6%	-1.4%	0.4%	6%	-0.1%	2%	8%
Nc1nc(Br)c2ccccc2c1-c1ccccc1	-9%	19%	-19%	0.1%	0.2%	2%	4.6%	-9%	14%
CCCCCCC1CC(CSc2ncn[nH]2)OC1=O (configuration not stated)	0%	15%	-5%	-1.9%	0.2%	16%	2.8%	-3%	9%
COc1ccc2cc(/C=N/NC(=O)c3ccc(CN(c4cccc(Cl)c4Cl)S(C)(=O)=O)cc3)c(Cl)nc2c1	0%	11%	1%	0.6%	1.4%	9%	-1.4%	1%	2%
COc1ccc(CCNC(=O)c2ccc(SC)cc2OC)cc1	1%	2%	16%	1.3%	-1.4%	3%	7.5%	1%	-2%
COCc1cc(=O)[nH]c(Cc2c(Cl)cccc2Cl)n1	0%	9%	0%	-1.2%	0.0%	9%	2.3%	0%	2%
CCC(=O)Nc1cnc(NC(=O)c2cccc(F)c2)cc1C	-5%	-3%	0%	3.4%	0.9%	5%	0.9%	-7%	1%
CC(C)(C)C1CCC2(CC1)SCC(=O)N2c1ccccc1 (configuration not stated)	-6%	0%	12%	-1.4%	1.7%	4%	-1.2%	-3%	7%
COc1cccc(N2C(=NC(=O)C3CCCCC3)SC3CS(=O)(=O)CC32)c1 (configuration not stated)	-4%	12%	-12%	-0.9%	0.3%	4%	4.8%	-6%	5%
CNc1ccccc1C(C)(C)c1cc(-c2cccc(Br)c2)no1	0%	7%	-14%	8.8%	-1.9%	5%	8.0%	12%	1%
CCC1CCC(C(=O)NC(C(=O)NCCCN2CCCCC2C)C(C)C)CC1 (configuration not stated)	1%	17%	-6%	2.7%	0.1%	9%	-0.8%	4%	9%
More compounds follow.
SMILES	PhoP inhibition	SV40 large T antigen	GPR35 arrestin U2OS	HIV peptide binding	K1F lysis inhibition	MgcRacGAP inhibition	RSV CPE inhibition	NS5 inhibitors	GPR55 LPI antagonism	others
O=C(COc1ccc(S(=O)(=O)N2CCOCC2)cc1)N1CCCCCC1	-10%	7%	-4%	-1.0%	2.1%	7%	-1.6%	2%	4%
O=C1[C@H]2[C@@H](c3ccc(Cl)cc3)N3C(=O)N(c4cccc(F)c4)C(=O)[C@@]3(Cc3ccccc3)[C@H]2C(=O)N1C1CCCCC1	-2%	18%	nt	nt	4.3%	7%	14%	-3%	nt
COc1c(/C=N/Nc2ccc([N+](=O)[O-])cc2[N+](=O)[O-])c(C)nn1-c1ccccc1	19%	-4%	-6%	-3.0%	0.6%	13%	3.2%	0%	11%
O=C(c1ccccc1)c1ccc2c(c1)OCCCO2	-2%	-5%	-13%	-1.6%	0.8%	8%	0.9%	-5%	5%
OCC1OC(n2cnc3ccccc32)CC1O (configuration not stated)	2%	23%	9%	-1.0%	0.1%	8%	0.6%	0%	8%

High-throughput results as filed in PubChem.
